# NCI-60 one-dose screen, 48 h, at 10 µM unless noted. Numbers give growth in % (100 = growth as untreated, 0 = no growth, -100 = all killed).
# KM12: KM12 colon cancer cells. AID 1794800. actives 5% (n = 82,000)
# NCI-H322M: NCI-H322M lung cancer. actives 2.7% (n = 80,000)
# HCC-2998: HCC-2998 colon cancer; actives 4.7% (n = 79,000); AID 1794799
# HT29: HT29 colon cancer. actives 7.4% (n = 81,000)
# SW-620: SW-620 colon cancer | actives 5.2% (n = 82,000) | AID 1794795
# HCT-15: HCT-15 colon cancer; actives 5.2% (n = 82,000)
# COLO 205: COLO 205 colon cancer; actives 7.3% (n = 79,000); AID 1794742
# HCT-116: HCT-116 colon cancer; actives 7.3% (n = 82,000)
# SNB-75: SNB-75 CNS cancer; actives 5% (n = 79,000)
# Active calls of the source: *; x = no result given; & = joins results of further samples. How the source made its calls: active means growth percent below 10; inactive means the rest. Hits appear at their usual frequency (roughly 12% active in at least one column).
SMILES,KM12,NCI-H322M,HCC-2998,HT29,SW-620,HCT-15,COLO 205,HCT-116,SNB-75
COc1ccc(CSc2nc3ccc(Cl)cc3c(=O)n2-c2ccc(OC)cc2)cc1,104,106,113,110,99,100,108,106,87
COc1ccc(-c2cnc3c(-c4cccc5nn(C)cc45)cnn3c2)cc1,98,98,100,115,108,106,117,98,92
CCCCN(CCCC)CCC(=O)c1ccc(Cl)c2ccccc12,96,111,102,94,107,99,112,103,106
Cc1ccc(-c2c3c(C)nn(-c4ccccc4)c3nc3nc(Cc4ccccc4)[nH]c(=O)c23)cc1,106,x,107,95,113,98,102,107,98
COc1ccc(S(=O)(=O)NCCCNc2nccc(-c3cn(C(C)(C)C)nc3-c3ccc(F)c(OC)c3)n2)cc1,92,94,109,98,107,91,122,81,97
COc1cc2c(c3ccccc13)CCCC2=O,108,106,104,106,x,108,111,99,77
CS(=O)(=O)c1ccc(-n2cc(/C=N/O)c(-c3ccccc3)n2)cc1,97,82,95,97,104,77,101,92,88
N[C@@H](Cc1ccc(O)c(O)c1)C(=O)O,106,x,108,101,101,104,119,104,83
Nc1ccc(N(O)/C=C2\C=CC=CC2=O)cc1,99,107,93,181,100,109,119,91,117
COc1ccc(Cn2nc3c(c2-c2cc(OC)c(OC)c(OC)c2)-c2oncc2CC3)cc1,71,99,78,90,86,73,99,81,63
CCN(CC)C(=O)C(c1ccccc1)S(=O)(=O)N1CCOCC1 (configuration not stated),96&106,109,107&109,105&102,106&106,110&97,112&96,104&116,98&101
Nc1nc(Cl)cc(Nc2ccc(CCO)cc2)n1,99,94,107,101,102,107,103,108,86
N=C(N)/N=C(\CCc1nc2ccccc2[nH]1)c1nc2ccccc2[nH]1,103,118,100,x,104,106,103,102,82
CC(=O)Oc1c(C)cccc1Cl,110,110,103,103,108,102,112,108,92
Cc1cccc(NC(=O)[C@@H]2c3ccccc3C(=O)N(c3ccccc3)[C@H]2c2ccccc2)n1,55,91,102,49,78,28,52,22,84
COc1nc(Nc2ccc(C(C)C)cc2)nc(OC)n1,85,84,94,98,102,92,100,95,101
Fc1ccccc1Cc1cn2cc(-c3ccc(Cl)cc3)nc2s1,85,91,107,108,91,89,109,99,104
O=C(CSc1oc(-c2ccccc2)nc1S(=O)(=O)c1ccc(Br)cc1)NC1CCCCC1,97,106,100,94,103,104,114,82,82
Cn1ncc2cc3c(Nc4ccc(Cl)cc4)cccc3nc21,91,104,110,79,98,88,96,86,97
COc1ccc(/C=N/N2C(=O)c3ccccc3C2=O)cc1OC,100,102,103,86,101,107,99,105,107
CCOC(=O)C(CS(N)(=O)=O)NC(=O)OCc1ccccc1 (configuration not stated),102,111,113,94,112,106,111,x,85
O=C(Nc1ccccc1O)C1C(=O)C(=O)N(c2ccccc2O)C1=O (configuration not stated),101,112,92,94,106,99,123,96,57
CCOC(=O)c1cc(C(=O)c2ccc(Br)cc2)n2c1ccc1ccccc12,100,99,104,98,94,96,112,94,x
NC(=O)CCNc1ccc2c(c1)Cc1ccccc1-2,102,102,99,108,106,100,108,101,84
COc1cc2nc(Cl)nc(Nc3cccc(C4=NN(C(C)=O)C(c5ccccc5)C4)c3)c2cc1OC (configuration not stated),88,97,101,92,97,71,93,92,60

# Reformatted: 17 of the compounds above.
Structure | KM12 | NCI-H322M | HCC-2998 | HT29 | SW-620 | HCT-15 | COLO 205 | HCT-116 | SNB-75
COc1ccc(S(=O)(=O)NCCCNc2nccc(-c3cn(C(C)(C)C)nc3-c3ccc(F)c(OC)c3)n2)cc1 | 92 | 94 | 109 | 98 | 107 | 91 | 122 | 81 | 97
COc1cc2c(c3ccccc13)CCCC2=O | 108 | 106 | 104 | 106 | x | 108 | 111 | 99 | 77
CS(=O)(=O)c1ccc(-n2cc(/C=N/O)c(-c3ccccc3)n2)cc1 | 97 | 82 | 95 | 97 | 104 | 77 | 101 | 92 | 88
N[C@@H](Cc1ccc(O)c(O)c1)C(=O)O | 106 | x | 108 | 101 | 101 | 104 | 119 | 104 | 83
Nc1ccc(N(O)/C=C2\C=CC=CC2=O)cc1 | 99 | 107 | 93 | 181 | 100 | 109 | 119 | 91 | 117
COc1ccc(Cn2nc3c(c2-c2cc(OC)c(OC)c(OC)c2)-c2oncc2CC3)cc1 | 71 | 99 | 78 | 90 | 86 | 73 | 99 | 81 | 63
CCN(CC)C(=O)C(c1ccccc1)S(=O)(=O)N1CCOCC1 (configuration not stated) | 96&106 | 109 | 107&109 | 105&102 | 106&106 | 110&97 | 112&96 | 104&116 | 98&101
Nc1nc(Cl)cc(Nc2ccc(CCO)cc2)n1 | 99 | 94 | 107 | 101 | 102 | 107 | 103 | 108 | 86
N=C(N)/N=C(\CCc1nc2ccccc2[nH]1)c1nc2ccccc2[nH]1 | 103 | 118 | 100 | x | 104 | 106 | 103 | 102 | 82
CC(=O)Oc1c(C)cccc1Cl | 110 | 110 | 103 | 103 | 108 | 102 | 112 | 108 | 92
Cc1cccc(NC(=O)[C@@H]2c3ccccc3C(=O)N(c3ccccc3)[C@H]2c2ccccc2)n1 | 55 | 91 | 102 | 49 | 78 | 28 | 52 | 22 | 84
COc1nc(Nc2ccc(C(C)C)cc2)nc(OC)n1 | 85 | 84 | 94 | 98 | 102 | 92 | 100 | 95 | 101
Fc1ccccc1Cc1cn2cc(-c3ccc(Cl)cc3)nc2s1 | 85 | 91 | 107 | 108 | 91 | 89 | 109 | 99 | 104
O=C(CSc1oc(-c2ccccc2)nc1S(=O)(=O)c1ccc(Br)cc1)NC1CCCCC1 | 97 | 106 | 100 | 94 | 103 | 104 | 114 | 82 | 82
Cn1ncc2cc3c(Nc4ccc(Cl)cc4)cccc3nc21 | 91 | 104 | 110 | 79 | 98 | 88 | 96 | 86 | 97
COc1ccc(/C=N/N2C(=O)c3ccccc3C2=O)cc1OC | 100 | 102 | 103 | 86 | 101 | 107 | 99 | 105 | 107
CCOC(=O)C(CS(N)(=O)=O)NC(=O)OCc1ccccc1 (configuration not stated) | 102 | 111 | 113 | 94 | 112 | 106 | 111 | x | 85

# Going on with the list:
SMILES,KM12,NCI-H322M,HCC-2998,HT29,SW-620,HCT-15,COLO 205,HCT-116,SNB-75
CN(C)C(CN)c1ccccc1 (configuration not stated),118,109,111,85,109,118,115,98,123
N#C/C(=C\c1ccccn1)c1nc2cc(Cl)ccc2s1,96,87,93,86,78,63,101,55,8.5*
CCS(=O)(=O)c1nc(NC)c2ccsc2n1,102,99,108,107,102,101,107,99,90
Cn1cccc1CC(=O)N/N=C\c1ccc(O)cc1O,59,59,67,62,70,37,43,64,86
Clc1cccc(Nc2ncnc3nc[nH]c23)c1,99,90,110,90,115,98,109,93,98
COc1ccc(-c2nn(-c3cccc(Cl)c3)cc2C=C2C(N)=NN=C2N)cc1,107,98,102,x,106,122,116,109,101
O=c1ccn(C2CC(O)C(COC(c3ccccc3)(c3ccccc3)c3ccccc3)O2)c(=O)[nH]1 (configuration not stated),90,87,122,86,99,89,114,82,83
Clc1ccc(-c2nc(-c3cccs3)cn3ccnc23)cc1,51,97,48,42,57,31,71,68,68
CCOC(=O)c1ccc(C=O)cc1,102,103,104,108,101,105,112,110,96
C=CCOCC(O)CN(CCCC)CCCC (configuration not stated),107,103,140,124,126,103,113,92,114
O=C(C[n+]1ccccc1Cl)c1ccccc1,105,115,105,99,108,101,105,100,97
COC1c2occc2C(OC)C2C3C(=C(C)OC12)Sc1nc(-c2ccc(N(C)C)cc2)c(C#N)c(N)c13 (configuration not stated),96,91,125,90,118,89,112,99,105
CC[C@H](C)[C@@H](C(=O)OC)n1cc(CNC(=O)[C@@H](Cc2ccccc2)NC(=O)OCc2ccccc2)nn1,103,95,104,x,102,97,122,102,101
COc1ccc2c(c1)C(CCN(C)C)(CCN(C)C)C(=O)CC2,106,95,99,96,107,101,109,107,70
Cc1ccc(Cl)cc1NCN1C(=O)c2ccccc2C1=O,109,103,104,86,103,99,99,99,116
Cc1cc(=O)oc2cc(OS(=O)(=O)N3CCCC3)ccc12,102,98,109,98,100,98,98,113,92
COc1ccc(-c2nc3ccc(-c4nnc(SCC(=O)Nc5cc(OC)c(OC)c(OC)c5)o4)cc3[nH]2)cc1,100,107,114,101,117,96,110,93,96
CCOC(=O)c1sc2nc(-c3cccc(C#N)c3)nc(N3CCOCC3)c2c1C,99,93,94,88,99,94,110,92,66
CCN(CC)c1ccc2cc(C(Nc3ccc(OC)cc3)c3nnnn3C(C)(C)C)c(=O)oc2c1 (configuration not stated),99,103,105,107,102,95,132,100,79
Cc1cc(C)c2[nH]c(=O)c(C(c3nnnn3Cc3ccc(F)cc3)N3CCN(C4CCCCC4)CC3)cc2c1 (configuration not stated),103,90,113,92,99,101,98,76,94
Cc1ccc(S(=O)(=O)NCCNc2cc(-c3cn(C(C)(C)C)nc3-c3cccc(F)c3)ccn2)cc1,89,87,113,57,93,69,80,74,98
CC(=O)Oc1ccccc1C(=O)Oc1ccc(C(C)=O)cc1,105,115,117,112,105,103,128,103,84
O=C(Nc1ccc(F)cc1)NC(Cc1ccccc1)C(=O)O (configuration not stated),107,103,103,103,102,109,119,103,118
CCOC(=O)c1nnn(-c2nonc2N)c1-c1cc(OC)c(OC)c(OC)c1,107,103,99,97,112,106,113,108,98
OCc1nc2ccc(Cl)cc2[nH]1,99,108,111,108,109,110,113,96,102
SMILES,KM12,NCI-H322M,HCC-2998,HT29,SW-620,HCT-15,COLO 205,HCT-116,SNB-75
CCCn1c(=O)[nH]c2c(c1=O)C(c1cccc(OC)c1)c1c([nH]c(=O)n(CCC)c1=O)N2,111,108,98,97,105,108,113,103,96
Cc1nc2cc(Nc3nc(NCCO)nc(N4CCOCC4)n3)ccc2n1Cc1ccccc1,102,85,100,128,104,96,96,97,85
Cc1ccc(-n2c(-c3ccccc3)c(-c3ccccc3)[nH]c2=O)cc1,84,91,99,101,98,84,115,63,98
CC1(O)CCCC1O (configuration not stated),102,105,100,102,95,95,103,99,80
CC1(C)CC[C@]2(C(=O)O)CC[C@]3(C)C(=CCC4[C@@]5(C)C[C@@H](O)[C@@H]6OC(c7ccc(F)cc7)OC[C@@]6(C)C5CC[C@]43C)C2C1 (some centres not stated),12,29,18,25,24,13,-2.4*,8.8*,82
O=C(O)[C@H]1O[C@@H](n2cnc3c(=O)[nH]cnc32)[C@H](O)[C@@H]1O,105,114,104,107,104,107,x,105,110
CO[C@]1(CO)O[C@@H](n2ccc(=O)[nH]c2=O)[C@@H](F)[C@@H]1O,99,77,101,87,96,100,107,82,88

# Screening data from PubChem BioAssay.
